Assay outcomes: PubChem, National Center for Advancing Translational Sciences (NCATS)
GLS inhibitor: inhibitors of human glutaminase (GLS) | GLS enzymatic activity, qHTS titration | 410,000 compounds, 0.21% hits | O94925 | Potency, µM (top dose mostly 45.5 µM), for inactives: at the top dose activity change, negative = inhibition, actives largely listed as inhibitors; further: potency means the concentration at half of the fitted maximal effect; on the % scale 0 is the no-effect control and ±100 the full control effect
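Compounds were pin-transferred onto hKGA, after which L-glutamine (1 mM solution) and a detection mix of glutamate oxidase, HRP and Amplex Red were added. Initial and 30 min RT fluorescence reads were collected.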
TrxR1 inh: rat TrxR1 inhibition. O89049. recombinant rTrxR1, NADPH fluorescence consumption, selenite substrate. Potency, µM (doses to about 114 µM), for the others: at the top dose activity change, negative = inhibition, actives largely listed as inhibitors. 390,000 compounds, 1% hits; further: potency means the concentration at half of the fitted maximal effect; on the % scale 0 is the no-effect control and ±100 the full control effect; nearly all actives have a fitted effect of over 65% in size
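Rat TrxR1 (90 nM in the dispensed reagent) was pre-reduced with 400 uM NADPH for 5 min at room temperature, then incubated with compound for 15 min. After 400 uM selenite was added, NADPH fluorescence (Ex 340/Em 450 nm) was followed for 8 min.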
TrxR1 substrate: substrates of rat thioredoxin reductase 1; O89049; 390,000 compounds, 0.01% hits; AID 588456; Potency, µM (doses to about 114 µM), for the others: at the highest dose activity change, negative = substrate turnover; purified TrxR1 substrate turnover, NADPH consumption readout; further: potency means the concentration at half of the fitted maximal effect; on the % scale 0 is the no-effect control and ±100 the full control effect; nearly all actives have a fitted effect of over 50% in size
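Rat TrxR1, dispensed at 90 nM, was prereduced with 400 uM NADPH (final) for 5 min at ~22 deg C, then incubated with compound 15 min before 400 uM selenite. A first-read NADPH fluorescence drop versus no-compound background flagged substrates.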
HP1b binding inh: inhibitors of HP1-beta chromodomain binding to methylated histone tails; P83916; 390,000 compounds, 0.56% hits; AlphaScreen HP1-beta / biotin-H3K9me3 peptide binding; Potency, µM (doses to about 114 µM), for inactives: at the highest dose activity change, negative = inhibition, actives largely listed as inhibitors; AID 540317; further: potency means the concentration at half of the fitted maximal effect; nearly all actives have a fitted effect of over 70% in size; inactives centre near 23
Target sequence (P83916 whole entry, looked up): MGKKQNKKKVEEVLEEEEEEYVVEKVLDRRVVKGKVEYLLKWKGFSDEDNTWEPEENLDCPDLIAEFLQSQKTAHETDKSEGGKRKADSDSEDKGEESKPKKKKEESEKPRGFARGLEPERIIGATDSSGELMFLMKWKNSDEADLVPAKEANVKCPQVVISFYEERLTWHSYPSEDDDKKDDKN
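Compound inhibition of the preformed complex between 50 nM HP1-beta and 50 nM biotinylated H3K9me3 peptide was read by AlphaScreen. Buffer was PBS pH 7.4 with 0.01% Tween-20. Incubations ran 30 min at room temperature, with 10 ug/mL donor/acceptor beads.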
Tb PGK inh: inhibitors of T. brucei phosphoglycerate kinase | Potency, µM (series often up to 57.5 µM), inactives show at the highest dose activity change, negative = inhibition, usual class: inhibitors | PGK/GAPDH coupled, Kinase-Glo luminescence, 60 min | 380,000 compounds, 0.043% hits | AID 602233; further: potency means the concentration at half of the fitted maximal effect; on the % scale 0 is the no-effect control and ±100 the full control effect; nearly all actives have a fitted effect of over 60% in size
Target sequence (P07378 whole entry, looked up): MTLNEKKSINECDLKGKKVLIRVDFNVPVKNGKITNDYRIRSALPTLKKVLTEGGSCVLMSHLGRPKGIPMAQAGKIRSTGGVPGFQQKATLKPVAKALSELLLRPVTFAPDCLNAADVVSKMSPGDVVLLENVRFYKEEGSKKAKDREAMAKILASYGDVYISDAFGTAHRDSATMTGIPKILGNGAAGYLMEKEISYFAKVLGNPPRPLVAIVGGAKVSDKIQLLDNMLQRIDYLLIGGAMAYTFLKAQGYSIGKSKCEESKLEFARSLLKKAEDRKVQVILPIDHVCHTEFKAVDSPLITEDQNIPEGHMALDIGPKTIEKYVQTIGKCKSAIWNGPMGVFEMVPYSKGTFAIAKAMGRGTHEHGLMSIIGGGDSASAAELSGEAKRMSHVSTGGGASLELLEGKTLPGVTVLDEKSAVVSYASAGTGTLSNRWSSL
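Luminescent ATP detection (Kinase-Glo Plus) follows a 60-minute room-temperature incubation, with wells lacking PGK as controls. Buffer: 100 mM TEA (pH 7.6), 5 mM MgCl2, 0.01% Tween-20. Coupling enzyme GAPDH (100 nM final) supplies unstable 1,3-BPG in-well.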
USP1-UAF1 inh: blocks the human USP1/UAF1 deubiquitinase complex | 390,000 compounds, 0.23% hits | recombinant USP1/UAF1, Ub-Rhodamine cleavage fluorescence | Potency, µM (highest dose often 57.1 µM), for inactives: at the top dose activity change, negative = inhibition, actives largely listed as inhibitors; further: potency means the concentration at half of the fitted maximal effect; on the % scale 0 is the no-effect control and ±100 the full control effect; nearly all actives have a fitted effect of over 60% in size; inactives centre near -12
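Step one: compound is pinned into 1nM USP1/UAF1 in HEPES pH 7.8 buffer with TCEP. Step two: 15 min room-temperature incubation. Step three: Ub-Rho (150nM final) starts cleavage, tracked by fluorescence over six one-minute reads.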
mIDH1 inhibitor: blocks human mutant IDH1 R132H enzyme | 390,000 compounds, 0.093% hits | Potency, µM (doses to about 76.6 µM), for the others: at the highest dose activity change, negative = inhibition, usual class: inhibitors | AID 602179 | O75874 | IDH1-R132H enzyme, NADPH consumption, diaphorase/resazurin fluorescence; further: potency means the concentration at half of the fitted maximal effect; on the % scale 0 is the no-effect control and ±100 the full control effect; nearly all actives have a fitted effect of over 65% in size
Target sequence (O75874 whole entry R132H, stated change not applied): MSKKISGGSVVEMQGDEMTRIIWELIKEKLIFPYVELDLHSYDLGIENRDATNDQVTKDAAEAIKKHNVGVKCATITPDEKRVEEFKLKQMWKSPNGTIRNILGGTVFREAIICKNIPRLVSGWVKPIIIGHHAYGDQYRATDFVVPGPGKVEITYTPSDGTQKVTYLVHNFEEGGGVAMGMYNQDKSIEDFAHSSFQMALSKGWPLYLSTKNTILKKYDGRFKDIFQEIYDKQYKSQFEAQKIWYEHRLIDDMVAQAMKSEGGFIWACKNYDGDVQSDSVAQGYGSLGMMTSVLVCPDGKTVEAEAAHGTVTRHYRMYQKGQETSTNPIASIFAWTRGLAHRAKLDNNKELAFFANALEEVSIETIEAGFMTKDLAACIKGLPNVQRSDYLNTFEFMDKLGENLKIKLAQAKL
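IDH1-R132H (0.5 ug/mL) preincubated 30 min with compound, then NADPH (0.016 mM) and alpha-KG (2 mM) added; 80 min at RT, pH 7.5. Remaining NADPH coupled via diaphorase/resazurin to fluorescence (540/590 nm); concentration-response curves normalized to no-enzyme control.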
Pin1 inhibitor: human Pin1 inhibition; 390,000 compounds, 0.009% hits; Q13526; Pin1 FP peptide displacement, HiFluor488, 10 min; Potency, µM (highest dose often 115 µM), for the others: at the highest dose activity, negative = inhibition, most hits filed as inhibitors; AID 504891; active means well fitted inhibition curve with a large enough effect in the polarisation, with a control signal flat, not every such curve was filed as active; inconclusive means small, poorly fitted or top-dose-only effect, or effect the other way, or a change in a side signal; inactive means no such curve, though single readings can be large or run the other way; the % refers to the polarisation; further: potency means the concentration at half of the fitted maximal effect; on the % scale 0 is the no-effect control and ±100 the full control effect
PI4K2A inh: inhibitors of human PI4K2A | Q9BTU6 | purified PI4K2A, ADP-Glo luminescence, 1 h; hits give low values | activity change, negative = inhibition, % at 76.9 µM | 420,000 compounds, 0.13% hits; in the data active means activity change below about -50%; inconclusive means mostly about -30% to -49%;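 further: -100% = wells without enzyme as full effect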
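PI4K2A activity was measured by ADP-Glo luminescence: enzyme (4 ug/mL stock) and phosphatidylinositol (1.2 mM stock) in Tris pH 7.5/MgCl2/EGTA/Triton X-100 buffer were reacted with ATP (300 microM stock) for one hour at ambient temperature.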
The depositor's hits bear a star; i = inactive; ? = inconclusive; / = not tested or not shown; & = joins results of further samples; [ ] = another dose, or the depositor's remark. Unless noted, the call rests on the fitted dose curve; in most records, active means well fitted curve in the direction sought with a large enough effect; inconclusive means small, poorly fitted or top-dose-only effect, or another doubt; inactive means no such curve, though single readings can be large; an effect the other way counts as inactive or inconclusive.

Screens in order – GLS inhibitor	TrxR1 inh	TrxR1 substrate	HP1b binding inh	Tb PGK inh	USP1-UAF1 inh	mIDH1 inhibitor	Pin1 inhibitor	PI4K2A inh
COc1ccc(C(=O)NCCn2cc(SCC(=O)NCCc3ccc(OC)c(OC)c3)c3ccccc32)cc1
  12%	3%	-3%	17%	7%	-10%	-8%	2%	3
Cc1ccc(S(=O)(=O)n2nc(C)c(S(=O)(=O)N3CCCCCC3)c2C)cc1C
  3%	20%[57.1 µM]	0%[57.1 µM]	-1%[57 µM]	1%	?	-2%	-16%	2
Cc1ccc(N2C(S)=C(C#N)C(=O)NC2c2ccco2)cc1 (centres undefined)
  -14%	?	-3%	20%	-9%	-29%	-29%	-2%	-9
CCO[C@H]1OC(C(=O)NCc2nc3ccccc3[nH]2)=C[C@@H](c2ccc(C(F)(F)F)cc2)[C@@H]1CCCO
  -5%	4%[57.1 µM]	-15%[57.1 µM]	57%[activator]	0%	-9%	16%	-3%	0
Cc1ccc(S(=O)(=O)N2CCCCC2)cc1NC(=O)c1cncc(Br)c1
  5%	13%	0%	4%	-1%	-6%	1%	-8%	2
Cc1nn(C(=O)c2ccc(Cl)cc2)c(C)c1S(=O)(=O)N1CCOCC1
  15%	?	1%[57.1 µM]	36%[57 µM]	5%	-5%	4%	-3%	-1
O=C(COC(=O)c1cc(S(=O)(=O)N2CCCCC2)ccc1N1CCOCC1)c1ccc(F)cc1
  -4%	11%	0%	23%	7%	-25%	-14%	8%	0
Cc1ccc(CN2CCC(C(=O)c3ccc(F)cc3)CC2)cc1
  -1%	/	/	/	i	-11%	-1%	/	4
Cc1ccc(N=C2NC(=O)c3cc([N+](=O)[O-])ccc32)cc1
  0%	17%	10%	24%	5%	-23%	0%	1%	1
Cc1cc(NC(=O)c2cccc(N3C(=O)CCC3=O)c2)no1
  -1%	20%	3%	-4%	-5%	?	8%	-17%	-13
COc1cccc(CN(C(=O)COc2ccc(Cl)cc2)C2CCS(=O)(=O)C2)c1 (centres undefined)
  2%	-9%	0%	48%[activator]	-2%	-9%	2%	3%	1
CC(=O)Nc1ccc(NC(=O)COC(=O)c2ccco2)cc1
  7%	-10%	-5%	26%	-7%	-7%	-1%	4%	1
Cc1cccc(NC(=O)CSc2nnc3c4ccccc4n(C)c3n2)c1
  6%	-5%	1%	48%[activator]	i	-24%	-6%	-1%	2
COC(=O)CNC(=O)C(Cc1ccccc1)NS(=O)(=O)c1ccc2c(c1)c(=O)n(C)c(=O)n2C (centres undefined)
  -1%&-33%	19%&31%	4%&13%	27%&26%	-7%&0%	-8%&-16%	-10%&3%	6%&-5%	1&2
CCN(C(=O)COC(=O)C1CC1C)c1c(N)n(Cc2ccccc2)c(=O)[nH]c1=O (centres undefined)
  -6%	13%	3%	14%	5%	-20%	1%	0%	0
Cc1oc(-c2cccc(C(F)(F)F)c2)nc1CN1CCN(c2ccccn2)CC1
  11%	7%[57.1 µM]	9%[57.1 µM]	19%	1%	-12%	7%	1%	8
O=C(COc1cc(O)c2c(=O)cc(-c3ccccc3)oc2c1)c1ccccc1
  5%	-1%	-2%	17%	-4%	-17%	2%	-7%	2
Cc1ccc2[nH]c(=O)c3cc(C(=O)NC(C)C)sc3c2c1
  -4%	8%	74%[activator]	36%[57 µM]	i	-16%	4%	49%[activator]	1
Cc1csc(N=Cc2ccc([N+](=O)[O-])o2)n1
  -15%	/	/	/	-13%	-28%	-4%	/	?
COCCCNC(=O)CCSc1ccc(Cl)cc1
  7%	-10%	-7%	20%	-3%	-6%	0%	3%	5
Cc1cc(=O)[nH]c(SCC(=O)Nc2ccc(C(=O)O)cc2)n1
  -3%	23%	-6%	30%[activator]	3%[11.5 µM]	-23%	0%	-13%	-1
CCc1nnc(NS(=O)(=O)c2ccc(NC(=O)c3ccc([N+](=O)[O-])s3)cc2)s1
  1%	/	/	/	i	-16%	0%	/	-4
CSc1nnc(CNS(=O)(=O)c2ccc(Br)cc2)n1C
  -2%	17%	1%	32%	-8%	-26%	8%	-1%	1
O=C(/C=C/c1ccco1)Nc1ccc(F)cc1
  -6%	?	1%[57.1 µM]	?	/	2%	/	-5%	-6
COc1ccc(OCCNc2cc(N3CCOCC3)ccc2[N+](=O)[O-])cc1
  16%	30%	-2%	-21%	-13%	-11%	1%	-1%	-4
N#C/C(=C\c1cccc2ccccc12)c1nn(-c2ccccc2)c(N)c1C#N
  1%	3%	13%	28%	/	-25%	1%	31%[activator]	-2
O=[N+]([O-])c1ccc(OCCn2cncn2)cc1
  -3%	5%	-11%	22%	/	-7%	-4%	20%	8
COc1cccc(NC(=O)COC(=O)c2sccc2C)c1
  3%	20%[11.4 µM]	6%[11.4 µM]	14%	-8%	-13%	15%	-2%	4
COC(=O)COc1ccc(S(=O)(=O)NCCC2=CCCCC2)cc1
  8%	12%	5%	9%	-2%	0%	-2%	0%	0
Cn1nnnc1SCC(=O)Nc1c(Cl)cccc1Cl
  -13%	-1%	-2%	35%	-1%	-6%	-2%	4%	-8

The final 2 entries of the section above come first, to join the parts:
Screens in order – GLS inhibitor	TrxR1 inh	TrxR1 substrate	HP1b binding inh	Tb PGK inh	USP1-UAF1 inh	mIDH1 inhibitor	Pin1 inhibitor	PI4K2A inh
COC(=O)COc1ccc(S(=O)(=O)NCCC2=CCCCC2)cc1
  8%	12%	5%	9%	-2%	0%	-2%	0%	0
Cn1nnnc1SCC(=O)Nc1c(Cl)cccc1Cl
  -13%	-1%	-2%	35%	-1%	-6%	-2%	4%	-8
CCOC(=O)c1c(-c2ccc(OC)cc2)oc2ccc(OCc3ccc(Br)cc3)cc12
  -4%	80%[activator]	400%[activator]	93%[activator]	2%	-22%	-5%	5%	2
CCOC(=O)c1c(NC(=O)CSc2nnc(-c3c[nH]c4ccccc34)n2C)sc2c1CCCC2
  3%	38%	-7%[57.1 µM]	2%	-15%	-26%	0%	13%	1
COc1ccc2cc(CNc3ccc(OC)c(OC)c3)c(=O)n(CC(=O)Nc3ccccc3F)c2c1
  6%	16%	3%	66%	-10%	-33%	6%	-1%	-4
CCc1cc(C(=O)NNC(=O)c2csc(N3CCOCC3)n2)sc1C
  3%	6%[57.1 µM]	2%[57.1 µM]	56%[activator]	-5%	-16%	-10%	-8%	-2
O=S(=O)(c1ccc2nnn(O)c2c1)N1CCCCC1
  26%	7%[57.1 µM]	-1%[57.1 µM]	28%	5%	?	-3%	-5%	6
COc1ccc(OC)c(S(=O)(=O)N2CCN(c3c(C)cccc3C)CC2)c1
  4%	4%[57.1 µM]	4%	37%	-5%	-21%	-7%	?	-2
O=C(CCc1nc2ccccc2c(=O)[nH]1)NNC(=O)COc1ccccc1Cl
  5%	0%[57.1 µM]	1%[57.1 µM]	35%	-1%	-17%	-2%	2%	2
C[C@H](NC(=O)OC(C)(C)C)C(=O)N/N=C/c1cccc2nccnc12
  23%	2%[57.1 µM]	7%[57.1 µM]	37%[activator]	-1%	-18%	-2%	2%	-1
CN1C(=O)C(=O)/C(=C(/O)c2ccc(Br)cc2)C1c1ccccc1F (centres undefined)
  11%	-1%	-8%	26%	-5%	-16%	16%	-11%	1
Cc1cc(C)cc(-n2ncc3c2CCCC3NC(=O)c2cc(C)n(C)n2)c1 (centres undefined)
  0%	4%	6%	26%	-3%	-19%	0%	0%	-2
COc1ccc(/C=N/NC(=O)c2cc(-c3ccccc3OC)nc3ccccc23)cc1COC(C)=O
  -16%	-8%	-4%[57.1 µM]	35%	-9%	-12%	2%	11%	4
COc1ccc(S(=O)(=O)N(C)CC(=O)Nc2ccccc2SC)cc1
  9%	0%	-3%	31%[activator]	11%	-5%	13%	-2%	-1
NC(=O)C1CCCc2c1n(Cc1ccccc1)c1ccccc21 (centres undefined)
  1%	14%	7%	-12%	-8%	-19%	5%	-2%	-1
CCN(C(=O)CCn1cnc2onc(-c3ccc(F)cc3)c2c1=O)c1ccc(OC)cc1
  -2%	20%	-3%	34%	i	-25%	8%	-3%	0
Cc1cc(NC(=O)CSc2nnnn2-c2cc(Cl)ccc2C)no1
  10%	-7%	-10%	-9%	4%	-25%	-6%	-1%	0
Cc1ccc(NC(=O)COC(=O)COc2cccc3c2OC(C)(C)C3)c(C)c1
  -14%	-7%	-6%	30%	-9%	-17%	10%	-6%	2
CCSc1ncccc1-c1nc2ccccc2[nH]1
  1%	21%	14%	/	-2%	-21%	2%	0%	-3
CN(C)S(=O)(=O)c1ccc(C(=O)OCC2CCCO2)cc1 (centres undefined)
  4%	-1%[57.1 µM]	8%[57.1 µM]	0%	0%	-19%	12%	-1%	6

This is a subset; rates above refer to the full screens.
